MEKK3 PB1 HTS = modulators of MEKK3-MEK5 PB1 binding, primary screen, biochemical, wildtype MEKK3, multiplex bead flow cytometry, Alexa488-MEK5; Mitogen-activated protein kinase kinase kinase 3 (Homo sapiens), Q99759; bead-based flow cytometry, Alexa488-MEK5 binding to MEKK3; actives lie on both sides; 0 = blocked by unlabeled MEK5, 100 = vehicle; binding response (% of control), % at 10 µM; actives 1.4% (n = 290,000);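 active = binding response more than 3 SD above or below the average of its plate-row segment, actives on both sides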;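 also: Alexa488 bead fluorescence after subtracting the streptavidin-only scavenger bead signal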
Target sequence (Q99759 whole entry, looked up): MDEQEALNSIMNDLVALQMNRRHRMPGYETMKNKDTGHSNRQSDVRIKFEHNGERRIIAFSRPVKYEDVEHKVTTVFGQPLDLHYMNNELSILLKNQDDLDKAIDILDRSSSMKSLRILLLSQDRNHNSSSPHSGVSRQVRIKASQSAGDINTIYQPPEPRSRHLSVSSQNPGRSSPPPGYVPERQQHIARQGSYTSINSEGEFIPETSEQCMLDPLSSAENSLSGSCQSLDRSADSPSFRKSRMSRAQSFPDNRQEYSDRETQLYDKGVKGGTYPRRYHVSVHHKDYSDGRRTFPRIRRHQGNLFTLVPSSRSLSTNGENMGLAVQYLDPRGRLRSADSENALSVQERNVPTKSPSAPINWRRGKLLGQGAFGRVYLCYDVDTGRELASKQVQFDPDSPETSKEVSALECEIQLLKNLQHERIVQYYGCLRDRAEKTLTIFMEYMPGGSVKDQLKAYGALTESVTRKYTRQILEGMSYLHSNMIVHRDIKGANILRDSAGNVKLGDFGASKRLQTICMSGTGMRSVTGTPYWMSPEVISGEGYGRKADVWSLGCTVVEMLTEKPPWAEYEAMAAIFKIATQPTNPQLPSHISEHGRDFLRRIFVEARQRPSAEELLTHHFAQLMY
PHOSPHO1 block = PubChem AID 1565; recombinant PHOSPHO1, absorbance phosphatase assay; Phosphoethanolamine/phosphocholine phosphatase (Homo sapiens), Q8TCT1; inhibition, % at 13.3 µM; actives 1.1% (n = 290,000); in the data active = inhibition above about 60%
GPR7 antagonist = GPR7 receptor antagonists, primary screen, cell-based, fluorescence, single concentration; Neuropeptides B/W receptor type 1 (Homo sapiens), P48145; GPR7-expressing cells, fluorescence antagonist assay; inhibition, % at 4.4 µM; actives 1.1% (n = 290,000); in the data active = inhibition above about 16%, passing the limit was not always enough;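 also: cells stimulated with the agonist NPW; 0% = agonist with vehicle and 100% = vehicle without agonist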
OXTR agonist = human OXTR agonists, primary screen, fluorescence, CHO-OTR cells, Fluo-8 calcium; Fluo-8 calcium fluorescence; normalized: DMSO 0%, oxytocin 100%; activation, % at 3 µM; actives 0.32% (n = 320,000); AID 2435, 2010;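 active = activation above the mean of all tested compounds plus 3 SD, cutoff set per screening run, cut at about 20% in these data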;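 also: peak over basal fluorescence ratio from a 100 s FLIPR kinetic read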
GalR3 antagonist = GalR3 antagonists in HEK293 cells, primary screen, cell-based, fluorescence readout | actives 0.44% (n = 360,000) | inhibition, % at 3 µM | HEK293 GalR3-CNG cAMP membrane potential fluorescence; galR3 body fused to GalR1 C-terminus | Galanin receptor type 3 (Homo sapiens), O60755;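 active = inhibition above the screen-wide average plus 3 SD, cut at about 13% in these data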;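 also: forskolin and galanin both at EC90 stimulate the cells; cAMP rise reported by CNG channel membrane potential dye signal; 0% = forskolin plus galanin with DMSO and 100% = forskolin alone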
MEKK2mut PB1 HTS = MEK5 binding signal on mutant MEKK2 PB1, primary screen, biochemical, multiplex bead flow cytometry, Alexa488-MEK5. Alexa488-MEK5 binding to MEKK2 mutant. percent response, % at 10 µM. actives 0.35% (n = 290,000); in the data active = percent response above about 24%, passing the limit was not always enough; also: inactives centre near 1; some results filed as inactive read as strong as hits; reference of the scale not given here
V1aR counter = agonists of human V1a receptor, primary screen, counter-screen for OXTR agonist project, fluorescence, CHO-V1R cells | Fluo-8 calcium fluorescence, agonist mode; 0% DMSO, 100% 3 nM vasopressin | activation, % at 3 µM | actives 0.25% (n = 320,000);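 active = activation above the mean activation of all tested compounds plus 3 SD, per screening run, cut at about 20% in these data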;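 also: signal is peak over basal fluorescence ratio across a 100 second FLIPR read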
MEKK2wt PB1 HTS = modulators of MEK5 binding to wildtype MEKK2, primary screen, biochemical, multiplex bead flow cytometry, Alexa488-MEK5; Mitogen-activated protein kinase kinase kinase 2 (Homo sapiens), Q9Y2U5; Alexa488-MEK5 binding to MEKK2 WT; actives lie on both sides; binding response (% of control), % at 10 µM; actives 1.1% (n = 290,000); AID 1531, 2009; in the data active = binding response below about 67% or above about 130%
NALP1 inh = NALP1 inflammasome inhibitors in reconstituted yeast, colorimetric, S. cerevisiae, triplicate retest; S. cerevisiae NALP1/ASC/caspase-1 growth, X-gal OD620, 72 h; inhibition, % at 10 µM; actives 0.61% (n = 280,000); AID 2071, 2009; in the data active = inhibition mostly above about 24%, no sharp cut-off; inactive = mostly below about 32%; also: some compounds called inactive have numbers as strong as hits
An asterisk follows results filed as active. A portion of the library; the hit share may differ from the screen's.

What do the screens show for `O=C(CCN1CCN(CCO)CC1)N1c2ccccc2Sc2ccc(C(F)(F)F)cc21`?
MEKK3 PB1 HTS: 99; PHOSPHO1 block: -26; GPR7 antagonist: -16; OXTR agonist: 0.7; GalR3 antagonist: 1; MEKK2mut PB1 HTS: 4; V1aR counter: 0.5; MEKK2wt PB1 HTS: 110; NALP1 inh: 18
